Compound activity (PubChem)
FEN1 inh: human FEN1 inhibition | P39748 | Recombinant FEN1 flap cleavage, fluorescence, 15 min | Potency, µM (top dose mostly 114 µM), for the others: at the top dose activity change, negative = inhibition, hits mostly inhibitors | 390,000 tested, 0.35% active | AID 588795; note: nearly all actives have a fitted effect of over 65% in size
Target sequence (P39748 whole entry, looked up): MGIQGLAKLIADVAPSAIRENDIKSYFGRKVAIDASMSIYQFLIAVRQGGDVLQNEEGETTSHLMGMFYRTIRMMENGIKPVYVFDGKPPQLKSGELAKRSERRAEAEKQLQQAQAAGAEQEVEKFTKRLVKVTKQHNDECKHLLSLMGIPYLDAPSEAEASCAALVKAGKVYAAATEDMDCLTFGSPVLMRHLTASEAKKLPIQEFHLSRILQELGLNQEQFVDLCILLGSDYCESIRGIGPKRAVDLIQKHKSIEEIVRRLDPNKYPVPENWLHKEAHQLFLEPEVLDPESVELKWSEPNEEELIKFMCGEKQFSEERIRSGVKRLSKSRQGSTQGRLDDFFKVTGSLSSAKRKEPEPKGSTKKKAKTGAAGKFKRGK
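In this screen, 50 nM flap DNA substrate was added to 10 nM FEN1 pretreated with compound for 15 min at room temperature; cleavage was followed with reads at 0 and 15 min, and Hill fitting gave concentration–response parameters.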
N370S GC mod: inhibitors or activators of N370S glucocerebrosidase for Gaucher disease; 330,000 tested, 0.092% active; P04062; N370S GC spleen homogenate, 4MU-glucoside fluorescence; Potency, µM (highest dose often 59.4 µM), inactives show at the highest dose activity change, negative = inhibition, usual class: inhibitors;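 note: 0% = full enzyme activity and -100% = no enzyme basal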
TDP1 block: TDP1 (human) enzyme inhibition. Q9NUW8. AID 485290. Potency, µM (top dose mostly 130 µM), for inactives: at the top dose activity change, negative = inhibition, actives largely listed as inhibitors. 350,000 tested, 0.28% active. recombinant TDP1, AlphaScreen DNA substrate cleavage; note: nearly all actives have a fitted effect of over 40% in size
Target sequence (Q9NUW8 whole entry, looked up): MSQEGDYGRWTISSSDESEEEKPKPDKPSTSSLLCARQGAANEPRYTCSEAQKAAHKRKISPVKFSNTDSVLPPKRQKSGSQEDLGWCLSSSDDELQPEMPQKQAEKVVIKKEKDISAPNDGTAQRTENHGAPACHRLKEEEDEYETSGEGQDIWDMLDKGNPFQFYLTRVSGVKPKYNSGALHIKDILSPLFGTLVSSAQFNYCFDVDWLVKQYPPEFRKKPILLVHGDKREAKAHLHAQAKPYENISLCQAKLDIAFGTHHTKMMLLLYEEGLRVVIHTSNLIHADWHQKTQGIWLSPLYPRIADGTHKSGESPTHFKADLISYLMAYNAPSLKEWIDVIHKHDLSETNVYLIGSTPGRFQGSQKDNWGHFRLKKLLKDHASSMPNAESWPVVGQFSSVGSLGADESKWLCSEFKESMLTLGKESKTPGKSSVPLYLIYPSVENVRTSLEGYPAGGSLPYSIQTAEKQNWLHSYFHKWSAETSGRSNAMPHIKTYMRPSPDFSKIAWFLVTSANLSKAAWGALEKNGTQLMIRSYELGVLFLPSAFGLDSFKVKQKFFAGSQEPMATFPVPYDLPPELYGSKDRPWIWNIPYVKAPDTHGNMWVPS
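Recombinant E. coli-expressed Tdp1 (1 nM) preincubated with compound 15 min at RT, then 5'-biotin/3'-phosphotyrosine-FITC DNA substrate (15 nM) added for 5 min. AlphaScreen beads (10 ug/ml) added, 10 min RT; tyrosine-FITC cleavage read as signal loss.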
Active calls of the source: *; ? = inconclusive; / = no result given; & = joins results of further samples; [ ] = remark or other dose. Calls come from the whole dose curve; as a rule, active = well fitted curve in the direction sought with a large enough effect; inconclusive = small, poorly fitted or top-dose-only effect, or another doubt; inactive = no such curve, though single readings can be large; an effect the other way counts as inactive or inconclusive. Unless noted, % is set by controls: 0 for no effect and ±100 for the full control effect; potency is the fitted concentration of half-maximal effect.

| FEN1 inh | N370S GC mod | compound | TDP1 block |
| --- | --- | --- | --- |
| -4.0% | / | COc1cc(OC)c(NC(=O)N2CCSc3ccccc32)cc1Cl | 6.2% |
| -3.1% | 0.4% | COc1ccc(/C=C2\CCc3ccccc3C2=O)cc1CN1CCOCC1 | / |
| -14.4% | 8.6% | CCOC(=O)NC(=O)CSc1nc(-c2ccc(C)c(C)c2)cn1-c1ccccc1 | -5.5% |
| -6.1% | 7.3% | C=CCOn1c(C)c(C(C)=O)c2c3no[n+]([O-])c3ccc21 | 2.5% |
| 8.3% | -4.8% | Cc1cccc(Cl)c1NC(=S)NCCc1ccccn1 | 2.7% |
| 44.8%[activator] | -6.6% | COc1ccc(-c2nnc(-c3cccnc3)o2)cc1OC | 7.1% |
| 23.9% | / | COc1ccc(C(=O)NCC(c2ccc3c(c2)OCO3)N2CCOCC2)cc1OC (stereo not given) | 1.1% |
| 7.9% | -0.3% | O=C(Cc1ccc(-c2ccccc2)cc1)OCC(=O)N1CCCC1=O | -1.2% |
| -18.4% | 5.3% | CCOC(=O)c1cc2occc2n1CC(=O)Nc1ccc(OC)cc1OC | 3.2% |
| -1.0% | -5.5% | O=C(Cn1c(=O)cnc2ccccc21)N1CCCc2ccccc21 | -8.6% |
| -8.9% | -5.0% | C=CCn1c(Cc2nc3ccc(Cl)cc3[nH]2)n[nH]c1=S | 7.3% |
| 12.8% | 0.2% | CC(C)CC(=O)NC(c1cccs1)c1ccc2cccnc2c1O (stereo not given) | -5.6% |
| -17.4% | -2.6% | CC(=O)N(/N=C1/C(=O)Nc2ccccc21)c1ccccc1 | / |
| / | -0.6% | COc1ccc2c(c1-c1c3c(cc(Br)c1OC)CCCC3)CCCC2 | 6.9% |
| 10.5% | 3.8% | CN(C(=O)Nc1ccccc1)n1cnc2ccccc2c1=O | 4.1% |
| 5.8% | / | COC(=O)c1sc2cccc(F)c2c1S(=O)(=O)N1CCN(c2cccc(OC)c2)CC1 | 5.8% |
| -13.3% | 21.1% | CC1CCCCN1c1nc(-c2ccncc2)nc2ccccc12 (stereo not given) | 2.0% |
| -11.9% | -14.9% | O=C(CSc1nc2ccccc2c(=O)n1CCC(=O)N1CCCCC1)NCc1ccccc1 | 0.0% |
| -17.4% | -2.8% | COC(=O)c1sc(N2C(=O)C(=O)/C(=C(/O)c3ccc(C)cc3)C2c2ccco2)nc1C (stereo not given) | / |
| -7.2% | -6.8% | COc1ccccc1NS(=O)(=O)c1cccc(C(=O)N/N=C/c2ccccc2OCC(=O)O)c1 | 5.0% |
| 9.2% | -20.2% | Cc1ccc(C)c(S(=O)(=O)N2CCN(C(=O)CCc3nc4ccccc4c(=O)[nH]3)CC2)c1 | 1.0% |
| -17.2% | -0.7% | NC(=O)c1ccsc1NC(=O)COC(=O)c1ccncc1 | -20.7% |
| 8.4% | -21.6% | CN1CCN(C(=O)/C(=C\c2cccc([N+](=O)[O-])c2)NC(=O)c2cccs2)CC1 | 5.9% |
| -13.0% | / | O=C(Cc1ccc(Br)cc1)Nc1cccc(S(=O)(=O)N2CCOCC2)c1 | -0.1% |
| -1.8% | -2.7% | C=CCCC(=O)Nc1nc(C)c(-c2csc(Nc3ccccc3OC)n2)s1 | 10.7% |

Limited to N370S GC mod and TDP1 block (two entries from above):
mol	N370S GC mod	TDP1 block
Cc1cccc(Cl)c1NC(=S)NCCc1ccccn1	-4.8%	2.7%
COc1ccc(-c2nnc(-c3cccnc3)o2)cc1OC	-6.6%	7.1%

The listing continues:
| FEN1 inh | N370S GC mod | compound | TDP1 block |
| --- | --- | --- | --- |
| 5.3% | 3.6% | CCOc1ccc2[nH]c(C)c(CN3CCN(CC)CC3)c(=O)c2c1 | 5.2% |
| -8.1% | -5.1% | CSc1nc(NS(=O)(=O)c2cc(Br)ccc2Br)cc(=O)[nH]1 | -0.6% |
| -4.8% | -0.1% | CCN1C(=O)CC(C(=O)O)SC1=Nc1ccc(OC)cc1 (stereo not given) | 6.3% |
| 7.6% | -9.3% | N#Cc1ncc(Cc2ccccc2)nc1C#N | / |
| -3.6% | -2.8% | Cc1ccc(S(=O)(=O)Oc2ccccc2N2C(=O)C3C4CCC(C4)C3C2=O)cc1 (stereo not given) | 1.5% |
| -10.8% | 0.1% | CCOC(=O)N1CCN(C(=O)Cc2ccccc2[N+](=O)[O-])CC1 | 3.3% |
| 4.5% | 0.5% | C=CCn1c(Cc2ccccc2)nnc1SCc1nc2ccccc2c(=O)[nH]1 | 2.6% |
| 7.3% | 5.1% | Cc1c(Br)c([N+](=O)[O-])nn1CC(=O)NCc1ccccn1 | 1.0% |
| -11.7% | 2.2% | Cn1cccc1Cc1nnc(SCC(N)=O)n1-c1ccc(F)cc1 | 5.3% |
| -6.2% | 17.9% | O=C(N/N=C/c1cccc([N+](=O)[O-])c1)c1cccc2cc[nH]c12 | 0.6% |
| -20.4% | -4.7% | O=C(Nc1cccc2ccccc12)N1CC=C(c2ccccc2)CC1 | 5.1% |
| 10.5% | / | COc1ccccc1N1CCN(S(=O)(=O)c2c(C)sc3ncn(CC(=O)Nc4ccc(C(C)C)cc4)c(=O)c23)CC1 | 0.0% |
| -11.3% | -5.3% | CC(C)OC(=O)Cn1c(=O)sc2ccccc21 | 2.1% |
| -2.4% | ? | COc1ccc(CC(=O)N(Cc2ccccc2)c2ccccc2)cc1S(=O)(=O)N1CCOCC1 | 1.2% |
| ? | 1.2% | c1ccc(-c2nc3c4ccccc4ccn3c2CN2CCOCC2)cc1 | / |
| -0.7% | -6.6% | COc1ccc(CNS(=O)(=O)c2ccc3c(c2)N(C)CCO3)cc1 | 2.7% |
| -2.9% | -1.6% | Cc1ccc(N2C(=O)C(NC(=O)c3ccccc3F)(C(F)(F)F)C3=C2CC(C)(C)CC3=O)cc1 (stereo not given) | 0.0% |
| -8.0% | -10.1% | O=C(CSc1nnc(Nc2ccccc2F)s1)NCc1ccco1 | -14.3% |
| -1.2% | -6.1% | COc1ccc(S(=O)(=O)N2CCOCC2)cc1C(=O)Nc1ccc2c(c1)OCO2 | 0.6% |
| -4.2% | 2.0% | COc1ccc(CCC(=O)NCC(c2ccco2)N2CCc3ccccc32)cc1 (stereo not given) | / |
| 8.8%&12.5% | -2.9% | COc1cc(NC(=O)C2=CC(c3ccco3)=NS(=O)(=O)N2C)cc(OC)c1OC | 3.0%&5.7% |
| 0.0% | 2.1% | COc1ccc(C(=O)Nc2nc(-c3cccs3)c(NC(C)=O)s2)cc1 | 0.0% |
| -8.3% | 0.4% | COc1ccc(Cn2nc(C)n(N(C)c3ncc(C(F)(F)F)cc3Cl)c2=O)cc1 | 2.9% |
| 6.7% | 10.5% | O=C(NC(=O)c1ccc(C(F)(F)F)cc1)Nc1ccc(-c2cnco2)cc1 | / |
| -8.6% | -5.3% | O=C(Nc1cc(Cl)ccc1-n1cncn1)c1ccccc1OC(F)F | -8.1% |
| -0.3% | 2.2% | COc1ccc(N2CCN(S(=O)(=O)CCNC(=O)C3CC3)CC2)cc1 | 0.3% |
| 5.3% | 11.7% | O=C(NCc1nc(-c2ccc(C(F)(F)F)cc2)no1)Nc1ccc(F)cc1F | 3.9% |
| -1.0% | 0.9% | COCCOC(=O)C1=C(C)Nc2ncnn2C1c1ccc(F)cc1 (stereo not given) | 6.8% |
| -2.2% | -14.3% | O=C(O)Cc1ccc(NC(=O)c2ccc(NC(=O)C3CC3)cc2)cc1 | 0.4% |
| -10.9% | -2.6% | Cc1cccn2cc(-c3cccc(S(=O)(=O)N4CCOCC4)c3)nc12 | 2.4% |
| 2.1% | 9.3% | CN(C)c1ccnc(Nc2ccc(F)cc2)c1C#N | / |
| 3.7% | 8.6% | Cc1ccc(-n2c(O)c(C=NCc3ccccn3)c3ccccc3c2=O)cc1C | 3.5% |
| -18.2% | 1.5% | Cc1ccc(C2=NN(C(=O)c3ccco3)C(O)(C(F)(F)F)C2)cc1 (stereo not given) | 0.0% |
| 6.1% | / | CC[C@]12c3[nH]c4ccc(OC)cc4c3CCN1C(=O)C(CC(=O)NCCCn1ccnc1)C[C@@H]2C(=O)N1CCN(C(=O)c2ccco2)CC1 (stereo not given in full) | 1.7%[56.1 µM] |
| -10.9% | ? | CCOc1ccc(OCc2nnc(SCC(=O)NC3CCS(=O)(=O)C3)n2-c2ccc(Cl)cc2)cc1 (stereo not given) | 0.0% |
| / | 13.6% | COc1cc(O)c(C(=O)O)c(O)c1 | -1.8%[56.1 µM] |
| 1.9% | -5.7% | O=C1CC(N(O)c2ccccc2)C(=O)N1Cc1ccccc1 (stereo not given) | -7.1% |
| -2.5% | 0.0% | COc1ccccc1-c1cn(S(=O)(=O)c2ccc(C)cc2)nc1N | 4.3% |
| / | -6.5% | COC(=O)C1(C(=O)OC)C/C=C\C/C=C\c2ccccc2C1C[N+](=O)[O-] (stereo not given) | 6.9% |
| 5.1% | 7.2% | CCc1ccc(CN2C(=O)c3ccccc3C2C(=O)NC(C)CC)cc1 (stereo not given) | / |
| 12.6% | -10.6% | CC(NS(=O)(=O)c1cccc(Cl)c1)C(=O)N(C)C1CCN(C)CC1 (stereo not given) | -6.7% |
| -16.4% | 7.2% | CC1=C(C(=O)c2ccccc2)C(c2ccc(O)cc2)NC(=S)N1 (stereo not given) | 1.4% |
| -1.0% | -10.3% | O=c1cc(-c2ccco2)nc(-c2cccs2)o1 | -4.2% |
| 3.3% | 3.1% | C=CCOc1ccccc1CNCCNC(=O)c1nonc1N | 0.0% |
| -0.7% | -12.3% | CCOc1ccc(NC(=O)c2ccc(NC(=O)CN3C(=O)C(=O)N(CC(C)C)C3=O)cc2)cc1 | / |
| -12.4% | ? | COc1ccc2cc(C(=O)C3CCCN(C(=O)c4sc(C)nc4C)C3)ccc2c1 (stereo not given) | 4.9% |
| 18.8% | / | CCNC(=O)c1cnc2sc(N3CCC(C)CC3)nn2c1=O | 5.3% |
| 12.2% | 5.0% | Cc1ccccc1Nc1nc(N)nc(COC(=O)/C=C/c2ccco2)n1 | -7.1% |
| 7.6% | -7.2% | COn1c(SCc2cccnc2)nc2ccccc2c1=O | 2.0% |
| -7.6% | -27.8% | CC(C)COc1ccc(-c2nnc(-c3ccncc3)o2)cc1 | 3.8% |

Nothing new here: entries from further up.
| FEN1 inh | N370S GC mod | compound | TDP1 block |
| --- | --- | --- | --- |
| -2.5% | 0.0% | COc1ccccc1-c1cn(S(=O)(=O)c2ccc(C)cc2)nc1N | 4.3% |
| / | -6.5% | COC(=O)C1(C(=O)OC)C/C=C\C/C=C\c2ccccc2C1C[N+](=O)[O-] (stereo not given) | 6.9% |
| 5.1% | 7.2% | CCc1ccc(CN2C(=O)c3ccccc3C2C(=O)NC(C)CC)cc1 (stereo not given) | / |
| 12.6% | -10.6% | CC(NS(=O)(=O)c1cccc(Cl)c1)C(=O)N(C)C1CCN(C)CC1 (stereo not given) | -6.7% |
| -16.4% | 7.2% | CC1=C(C(=O)c2ccccc2)C(c2ccc(O)cc2)NC(=S)N1 (stereo not given) | 1.4% |
| -1.0% | -10.3% | O=c1cc(-c2ccco2)nc(-c2cccs2)o1 | -4.2% |
| 3.3% | 3.1% | C=CCOc1ccccc1CNCCNC(=O)c1nonc1N | 0.0% |
| -0.7% | -12.3% | CCOc1ccc(NC(=O)c2ccc(NC(=O)CN3C(=O)C(=O)N(CC(C)C)C3=O)cc2)cc1 | / |
| -12.4% | ? | COc1ccc2cc(C(=O)C3CCCN(C(=O)c4sc(C)nc4C)C3)ccc2c1 (stereo not given) | 4.9% |
| 18.8% | / | CCNC(=O)c1cnc2sc(N3CCC(C)CC3)nn2c1=O | 5.3% |
| 12.2% | 5.0% | Cc1ccccc1Nc1nc(N)nc(COC(=O)/C=C/c2ccco2)n1 | -7.1% |
| 7.6% | -7.2% | COn1c(SCc2cccnc2)nc2ccccc2c1=O | 2.0% |
| -7.6% | -27.8% | CC(C)COc1ccc(-c2nnc(-c3ccncc3)o2)cc1 | 3.8% |

The results go on.
| FEN1 inh | N370S GC mod | compound | TDP1 block |
| --- | --- | --- | --- |
| -2.6% | 0.6%[2.35 µM] | CCn1nc(C(=O)N2CCc3ccccc3C2)c2ccccc2c1=O | 4.0% |
| -2.4% | -4.7% | NC(=O)N1OCC2COc3ccc4ccccc4c3C21 (stereo not given) | 4.2% |
| -3.3% | -11.9% | Cc1cccc(OCC(=O)NC(Cc2ccccc2)C(=O)O)c1 (stereo not given) | 2.7% |
| 7.1% | / | COCCn1c(SCC(=O)NC(=O)Cc2ccccc2)nc2ccccc2c1=O | 1.4%[56.1 µM] |
| 1.0% | -14.0% | Cc1nonc1C(=O)N1CCCC(N2CCN(c3ccc(F)cc3)CC2)C1 (stereo not given) | 2.4% |
| -16.2% | -2.6% | COc1ccc(-n2nc(C(=O)NCC(=O)N3CCN(c4ccccc4)CC3)c3ccccc3c2=O)c(OC)c1 | 5.6% |
| 2.1% | 2.0% | O=S(=O)(NC1CC2CCC1C2)c1ccc2c(c1)OCCO2 (stereo not given) | 6.3% |
| -4.5% | 10.3% | Cc1occc1C(=O)N/N=C/c1cccs1 | 0.0% |
